Compound activity (PubChem)
OXTR ag = human OXTR agonists, primary screen, fluorescence, CHO-OTR cells, Fluo-8 calcium; Oxytocin receptor (Homo sapiens), P30559; Fluo-8 calcium fluorescence; normalized: DMSO 0%, oxytocin 100%; activation, % at 3 µM; 0.32% of 320,000 active; AID 2435, 2010;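 active = activation above the mean of all tested compounds plus 3 SD, cutoff set per screening run, cut at about 20% in these data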;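 note: peak over basal fluorescence ratio from a 100 s FLIPR kinetic read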
GalR3 antagonist = GalR3 antagonists in HEK293 cells, primary screen, cell-based, fluorescence readout; 0.44% of 360,000 active; AID 651719, 2012; inhibition, % at 3 µM; HEK293 GalR3-CNG cAMP membrane potential fluorescence; galR3 body fused to GalR1 C-terminus; Galanin receptor type 3 (Homo sapiens), O60755;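 active = inhibition above the screen-wide average plus 3 SD, cut at about 13% in these data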;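 note: forskolin and galanin both at EC90 stimulate the cells; cAMP rise reported by CNG channel membrane potential dye signal; 0% = forskolin plus galanin with DMSO and 100% = forskolin alone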
PHOSPHO1 block = PubChem AID 1565; Phosphoethanolamine/phosphocholine phosphatase (Homo sapiens), Q8TCT1; recombinant PHOSPHO1, absorbance phosphatase assay; inhibition, % at 13.3 µM; 1.1% of 290,000 active; in the data active = inhibition above about 60%
MEKK2wt PB1 HTS = modulators of MEK5 binding to wildtype MEKK2, primary screen, biochemical, multiplex bead flow cytometry, Alexa488-MEK5. Mitogen-activated protein kinase kinase kinase 2 (Homo sapiens), Q9Y2U5. Alexa488-MEK5 binding to MEKK2 WT; actives lie on both sides. binding response (% of control), % at 10 µM. 1.1% of 290,000 active; in the data active = binding response below about 67% or above about 130%
MEKK3 PB1 HTS = modulators of MEKK3-MEK5 PB1 binding, primary screen, biochemical, wildtype MEKK3, multiplex bead flow cytometry, Alexa488-MEK5; Mitogen-activated protein kinase kinase kinase 3 (Homo sapiens), Q99759; bead-based flow cytometry, Alexa488-MEK5 binding to MEKK3; actives lie on both sides; 0 = blocked by unlabeled MEK5, 100 = vehicle; binding response (% of control), % at 10 µM; 1.4% of 290,000 active;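 active = binding response more than 3 SD above or below the average of its plate-row segment, actives on both sides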;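 note: Alexa488 bead fluorescence after subtracting the streptavidin-only scavenger bead signal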
Target sequence (Q99759 whole entry, looked up): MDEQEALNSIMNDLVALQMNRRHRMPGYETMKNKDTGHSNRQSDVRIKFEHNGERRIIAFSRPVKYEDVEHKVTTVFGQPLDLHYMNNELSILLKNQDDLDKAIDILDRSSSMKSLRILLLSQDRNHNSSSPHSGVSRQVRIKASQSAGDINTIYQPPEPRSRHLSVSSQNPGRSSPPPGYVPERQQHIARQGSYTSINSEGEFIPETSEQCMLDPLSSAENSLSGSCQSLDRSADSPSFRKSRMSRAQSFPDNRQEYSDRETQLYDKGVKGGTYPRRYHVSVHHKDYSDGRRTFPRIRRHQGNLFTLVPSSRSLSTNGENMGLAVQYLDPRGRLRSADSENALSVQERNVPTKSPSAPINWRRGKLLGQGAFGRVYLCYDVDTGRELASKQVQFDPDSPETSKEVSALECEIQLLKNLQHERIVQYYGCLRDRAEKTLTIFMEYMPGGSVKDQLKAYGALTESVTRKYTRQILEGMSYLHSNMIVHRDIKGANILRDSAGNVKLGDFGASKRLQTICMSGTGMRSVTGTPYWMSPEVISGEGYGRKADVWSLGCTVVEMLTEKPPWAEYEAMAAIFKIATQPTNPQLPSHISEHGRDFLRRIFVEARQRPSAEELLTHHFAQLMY
MEKK2 mut-MEK5 = MEK5 binding signal on mutant MEKK2 PB1, primary screen, biochemical, multiplex bead flow cytometry, Alexa488-MEK5 | 0.35% of 290,000 active | Alexa488-MEK5 binding to MEKK2 mutant | percent response, % at 10 µM; in the data active = percent response above about 24%, passing the limit was not always enough; note: inactives centre near 1; some results filed as inactive read as strong as hits; reference of the scale not given here
NALP1 yeast inh = NALP1 inflammasome inhibitors in reconstituted yeast, colorimetric, S. cerevisiae, triplicate retest; S. cerevisiae NALP1/ASC/caspase-1 growth, X-gal OD620, 72 h; inhibition, % at 10 µM; 0.61% of 280,000 active; in the data active = inhibition mostly above about 24%, no sharp cut-off; inactive = mostly below about 32%; note: some compounds called inactive have numbers as strong as hits
V1aR counter = agonists of human V1a receptor, primary screen, counter-screen for OXTR agonist project, fluorescence, CHO-V1R cells; AID 2797, 2010; Vasopressin V1a receptor (Homo sapiens), P37288; 0.25% of 320,000 active; activation, % at 3 µM; Fluo-8 calcium fluorescence, agonist mode; 0% DMSO, 100% 3 nM vasopressin;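 active = activation above the mean activation of all tested compounds plus 3 SD, per screening run, cut at about 20% in these data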;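 note: signal is peak over basal fluorescence ratio across a 100 second FLIPR read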
Target sequence (P37288 whole entry, looked up): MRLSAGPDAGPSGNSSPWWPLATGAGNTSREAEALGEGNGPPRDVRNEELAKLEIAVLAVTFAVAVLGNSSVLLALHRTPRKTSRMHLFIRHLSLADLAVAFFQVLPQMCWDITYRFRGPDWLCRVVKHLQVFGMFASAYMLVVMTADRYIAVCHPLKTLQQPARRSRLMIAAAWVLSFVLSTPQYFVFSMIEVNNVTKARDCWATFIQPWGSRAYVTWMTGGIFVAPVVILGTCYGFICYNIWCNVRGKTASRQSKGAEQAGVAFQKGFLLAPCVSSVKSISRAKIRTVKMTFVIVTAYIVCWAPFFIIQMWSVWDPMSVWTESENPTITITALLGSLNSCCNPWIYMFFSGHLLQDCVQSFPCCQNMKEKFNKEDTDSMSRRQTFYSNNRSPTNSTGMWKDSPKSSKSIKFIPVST
GPR7 antag = GPR7 receptor antagonists, primary screen, cell-based, fluorescence, single concentration | inhibition, % at 4.4 µM | GPR7-expressing cells, fluorescence antagonist assay | 1.1% of 290,000 active; in the data active = inhibition above about 16%, passing the limit was not always enough;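 note: cells stimulated with the agonist NPW; 0% = agonist with vehicle and 100% = vehicle without agonist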
* = called active by the depositor; [ ] = dose if it differs, or a comment.

O=C(Cc1ccc(Br)cc1)OCC(=O)N1CCc2ccccc2C1 was read as OXTR ag -2.3, GalR3 antagonist 2, PHOSPHO1 block 4, MEKK2wt PB1 HTS 119, MEKK3 PB1 HTS 101, MEKK2 mut-MEK5 15, NALP1 yeast inh 28, V1aR counter 0.7 and GPR7 antag 5.
CC(=O)n1cc(Nc2ccccc2C(=O)O)c2ccccc21 was read as OXTR ag 0.4, GalR3 antagonist 5, PHOSPHO1 block -25, MEKK2wt PB1 HTS 101, MEKK3 PB1 HTS 102, MEKK2 mut-MEK5 3, NALP1 yeast inh -11, V1aR counter 0.3 and GPR7 antag -9.
For O=C(CCNC(=O)Cn1cnc2ccccc2c1=O)NCC1COc2ccccc2O1 (configuration not stated) the results were OXTR ag -0.9, GalR3 antagonist -5, PHOSPHO1 block -33, MEKK2wt PB1 HTS 99, MEKK3 PB1 HTS 98, MEKK2 mut-MEK5 1, NALP1 yeast inh 0, V1aR counter 3.9 and GPR7 antag -4.
Cc1ccc(CSc2nnc(-c3cccnc3)n2N)cc1 was read as OXTR ag -0.1, GalR3 antagonist -3, PHOSPHO1 block 45, MEKK2wt PB1 HTS 99, MEKK3 PB1 HTS 99, MEKK2 mut-MEK5 -2, NALP1 yeast inh -8, V1aR counter -0.4 and GPR7 antag -5.
CCOC(=O)C1CCCN(C(=O)c2cc3c(=O)n4ccccc4nc3s2)C1 (configuration not stated) was read as OXTR ag -0.8, GalR3 antagonist -1, PHOSPHO1 block 28, MEKK2wt PB1 HTS 111, MEKK3 PB1 HTS 104, MEKK2 mut-MEK5 8, NALP1 yeast inh 16, V1aR counter 0.0 and GPR7 antag -13.
`Cc1cccc(NC(=O)c2c(O)c3ccccc3n(C)c2=O)c1` gave OXTR ag 0.3, GalR3 antagonist -2, PHOSPHO1 block 36, MEKK2wt PB1 HTS 104, MEKK3 PB1 HTS 104, MEKK2 mut-MEK5 2, NALP1 yeast inh 6, V1aR counter -0.6 and GPR7 antag -9.
Screening CCCN=C1N/C(=C\c2ccco2)C(=O)N1c1ccccc1 returned OXTR ag -2.0, GalR3 antagonist 2, PHOSPHO1 block 42, MEKK2wt PB1 HTS 103, MEKK3 PB1 HTS 98, MEKK2 mut-MEK5 11, NALP1 yeast inh -6, V1aR counter -0.9 and GPR7 antag -6.
For S=C(Nc1ccc(Cl)c(Cl)c1)NC1CCCCC1 the results were OXTR ag 11, PHOSPHO1 block -4, MEKK2wt PB1 HTS 135, MEKK3 PB1 HTS 113, MEKK2 mut-MEK5 18, NALP1 yeast inh 32, V1aR counter 4.6 and GPR7 antag 43*.
For Cc1cc(C)nc(Sc2ccc(C=O)cc2[N+](=O)[O-])n1 the results were OXTR ag -0.7, GalR3 antagonist -4, PHOSPHO1 block 32, MEKK2wt PB1 HTS 103, MEKK3 PB1 HTS 101, MEKK2 mut-MEK5 -1, NALP1 yeast inh 2, V1aR counter -0.5 and GPR7 antag -1.
For O=C(O)C1CCCCC1C(=O)N1CC=C(c2ccccc2)CC1 (configuration not stated) the results were OXTR ag 0.8, GalR3 antagonist -5, PHOSPHO1 block 10, MEKK2wt PB1 HTS 107, MEKK3 PB1 HTS 102, MEKK2 mut-MEK5 3, NALP1 yeast inh -74, V1aR counter 0.0 and GPR7 antag -13.
For CCOC(=O)C1CCCN(C(=O)c2ccc3nc(-c4ccccc4)c(-c4ccccc4)nc3c2)C1 (configuration not stated) the results were OXTR ag -2.1, GalR3 antagonist -5, PHOSPHO1 block 33, MEKK2wt PB1 HTS 102, MEKK3 PB1 HTS 104, MEKK2 mut-MEK5 4, NALP1 yeast inh 6, V1aR counter -0.8 and GPR7 antag -20.
Screening Cn1cc(S(=O)(=O)N2CCN(c3cccc(Cl)c3)CC2)c(=O)n(C)c1=O returned OXTR ag 0.8, GalR3 antagonist -1, PHOSPHO1 block 51, MEKK2wt PB1 HTS 132, MEKK3 PB1 HTS 129*, MEKK2 mut-MEK5 29, V1aR counter 1.4 and GPR7 antag -13.
For O=C(NCCN1CCOCC1)c1cc2n(n1)C(C(F)(F)F)CC(c1ccc(F)cc1)N2 (configuration not stated) the results were OXTR ag 0.3, GalR3 antagonist -2, PHOSPHO1 block 19, MEKK2wt PB1 HTS 101, MEKK3 PB1 HTS 99, MEKK2 mut-MEK5 5, NALP1 yeast inh 17, V1aR counter -0.1 and GPR7 antag -12.
For O=C(NCc1ccco1)C1CCN(c2ccc(S(=O)(=O)N3CCOCC3)cc2[N+](=O)[O-])CC1 the results were OXTR ag 1.9, GalR3 antagonist -5, PHOSPHO1 block 13, MEKK2wt PB1 HTS 79, MEKK3 PB1 HTS 71*[inhibitor], MEKK2 mut-MEK5 -10, NALP1 yeast inh 11, V1aR counter 2.4 and GPR7 antag -9.
For CC1=NN(C(=O)c2ccccc2Cl)C(O)(c2ccccc2)C1 (configuration not stated) the results were OXTR ag -0.3, GalR3 antagonist -10, PHOSPHO1 block 34, MEKK2wt PB1 HTS 104, MEKK3 PB1 HTS 99, MEKK2 mut-MEK5 8, NALP1 yeast inh -2, V1aR counter -0.4 and GPR7 antag -10.
Screening Cc1ccc(NC(=S)NC(=O)c2ccc(-c3ccc(Cl)cc3)o2)c(O)c1 returned OXTR ag 0.4, GalR3 antagonist -8, PHOSPHO1 block -45, MEKK2wt PB1 HTS 107, MEKK3 PB1 HTS 106, MEKK2 mut-MEK5 11, NALP1 yeast inh 9, V1aR counter 1.2 and GPR7 antag -3.
O=C(O)CC/C(=N\NC(=O)c1ccc(F)cc1)c1ccc(Br)cc1 was read as OXTR ag -1.6, GalR3 antagonist -2, PHOSPHO1 block 12, MEKK2wt PB1 HTS 103, MEKK3 PB1 HTS 112, MEKK2 mut-MEK5 -4, NALP1 yeast inh 18, V1aR counter -0.8 and GPR7 antag 0.
`O=C(NC(=S)N1CCOCC1)c1ccccc1Cl` gave OXTR ag 0.9, GalR3 antagonist -3, PHOSPHO1 block 23, MEKK2wt PB1 HTS 101, MEKK3 PB1 HTS 101, MEKK2 mut-MEK5 -4, NALP1 yeast inh -45, V1aR counter 0.8 and GPR7 antag -2.
Screening CN(C)/C=C/C(=O)c1c(F)cccc1F returned OXTR ag 2.0, GalR3 antagonist -4, PHOSPHO1 block 13, MEKK2wt PB1 HTS 96, MEKK3 PB1 HTS 102, MEKK2 mut-MEK5 2, V1aR counter 0.7 and GPR7 antag -16.
`O=c1c(Cc2ccc(F)cc2)c(O)ccn1CCCn1ccnc1` gave OXTR ag -0.6, GalR3 antagonist -6, PHOSPHO1 block 34, MEKK2wt PB1 HTS 97, MEKK3 PB1 HTS 100, MEKK2 mut-MEK5 -1, NALP1 yeast inh 9, V1aR counter -0.2 and GPR7 antag -5.
`Cc1nc2ccc(NC(=O)c3cnc(Cl)c(Cl)c3)cc2s1` gave OXTR ag 0.6, GalR3 antagonist -6, PHOSPHO1 block -9, MEKK2wt PB1 HTS 107, MEKK3 PB1 HTS 106, MEKK2 mut-MEK5 7, NALP1 yeast inh 3, V1aR counter 2.9 and GPR7 antag -5.
`O=C1c2ccccc2C(=O)N1CC#CCN1CCN(C2CCCCC2)CC1` gave OXTR ag -0.6, GalR3 antagonist 2, PHOSPHO1 block 3, MEKK2wt PB1 HTS 115, MEKK3 PB1 HTS 106, MEKK2 mut-MEK5 15, NALP1 yeast inh 7, V1aR counter -0.8 and GPR7 antag -19.
Screening COc1cc(NC(=O)c2cccs2)c(C(=O)OCC(=O)NC(C)c2ccccc2)cc1OC (configuration not stated) returned OXTR ag -2.8, GalR3 antagonist -6, PHOSPHO1 block 3, MEKK2wt PB1 HTS 97, MEKK3 PB1 HTS 98, MEKK2 mut-MEK5 -3, NALP1 yeast inh 16, V1aR counter -1.8 and GPR7 antag 5.
Screening CCOc1ccc(N(C(C)C(=O)N2CCCC2)S(C)(=O)=O)cc1 (configuration not stated) returned OXTR ag -0.3, GalR3 antagonist -11, PHOSPHO1 block -13, MEKK2wt PB1 HTS 103, MEKK3 PB1 HTS 100, MEKK2 mut-MEK5 4, NALP1 yeast inh 10, V1aR counter -0.5 and GPR7 antag -15.
Screening CC(=O)c1ccccc1NS(=O)(=O)c1cccc2nsnc12 returned OXTR ag -0.7, GalR3 antagonist -13, PHOSPHO1 block 20, MEKK2wt PB1 HTS 103, MEKK3 PB1 HTS 105, MEKK2 mut-MEK5 4, NALP1 yeast inh 5, V1aR counter 3.3 and GPR7 antag -9.
Screening O=C(NCCCCNC(=O)c1ccccn1)c1ccccn1 returned OXTR ag 0.9, GalR3 antagonist -3, PHOSPHO1 block 39, MEKK2wt PB1 HTS 97, MEKK3 PB1 HTS 97, MEKK2 mut-MEK5 1, NALP1 yeast inh -7, V1aR counter -0.4 and GPR7 antag -9.
Screening COc1ccc(-c2cn[nH]c2-c2ccc(OCc3ccccc3)cc2O)cc1OC returned OXTR ag -0.5, GalR3 antagonist -3, PHOSPHO1 block 4, MEKK2wt PB1 HTS 100, MEKK3 PB1 HTS 99, MEKK2 mut-MEK5 -12, NALP1 yeast inh 22, V1aR counter 2.2 and GPR7 antag -9.
`COc1ccc2[nH]c(C(=O)N/N=C/c3ccc(OC)c(O)c3)cc2c1` gave OXTR ag 0.5, GalR3 antagonist -7, MEKK2wt PB1 HTS 105, MEKK3 PB1 HTS 105, MEKK2 mut-MEK5 11, NALP1 yeast inh 3, V1aR counter 2.5 and GPR7 antag 30.
`CCCCC(=O)NC(=S)Nc1ccccc1N1CCCCC1` gave OXTR ag -1.5, GalR3 antagonist 7, PHOSPHO1 block -4, MEKK2wt PB1 HTS 108, MEKK3 PB1 HTS 115, MEKK2 mut-MEK5 4, NALP1 yeast inh 10, V1aR counter -1.4 and GPR7 antag -19.
Screening O=C(NCc1cccnc1)C1CCCN(S(=O)(=O)c2cccc3nsnc23)C1 (configuration not stated) returned OXTR ag -0.7, GalR3 antagonist -3, PHOSPHO1 block -3, MEKK2wt PB1 HTS 96, MEKK3 PB1 HTS 110, MEKK2 mut-MEK5 -4, NALP1 yeast inh 31, V1aR counter 0.2 and GPR7 antag -10.
c1ccc(-c2cc(N3CCOCC3)nc(-c3ccccc3)n2)cc1 was read as OXTR ag -1.0, GalR3 antagonist 2, PHOSPHO1 block 18, MEKK2wt PB1 HTS 89, MEKK3 PB1 HTS 86, MEKK2 mut-MEK5 -9, NALP1 yeast inh -1, V1aR counter 0.5 and GPR7 antag -4.

Two entries drawn at random from those above, as already listed:
Screening CCOc1ccc(N(C(C)C(=O)N2CCCC2)S(C)(=O)=O)cc1 (configuration not stated) returned OXTR ag -0.3, GalR3 antagonist -11, PHOSPHO1 block -13, MEKK2wt PB1 HTS 103, MEKK3 PB1 HTS 100, MEKK2 mut-MEK5 4, NALP1 yeast inh 10, V1aR counter -0.5 and GPR7 antag -15.
Cc1ccc(CSc2nnc(-c3cccnc3)n2N)cc1 was read as OXTR ag -0.1, GalR3 antagonist -3, PHOSPHO1 block 45, MEKK2wt PB1 HTS 99, MEKK3 PB1 HTS 99, MEKK2 mut-MEK5 -2, NALP1 yeast inh -8, V1aR counter -0.4 and GPR7 antag -5.
